Assay outcomes (PubChem BioAssay)
uPA generation – inhibitors of cell surface uPA generation. cell surface uPA generation assay, qHTS. Potency, µM (highest dose often 38.3 µM), inactives show top-dose activity change, negative = inhibition, usual class: inhibitors. actives 0.31% (n = 330,000). AID 540303; active = well fitted inhibition curve with a large enough effect; inconclusive = small, poorly fitted or top-dose-only effect; inactive = no such curve, though single readings can be large or run the other way; tested in mouse RAW 264.7 cells; also: % is scaled to controls: 0 for no effect and ±100 for the full control effect; nearly all actives have a fitted effect of over 55% in size
MBNL1 CUG block – inhibitors of human MBNL1 binding to CUG repeat RNA; Q9NR56; TR-FRET MBNL1-His/biotin-(CUG)12 binding, 665/545 ratio; Potency, µM (titrated, usually from 57.5 µM), without a hit: at the highest dose activity change, negative = inhibition, actives largely listed as inhibitors; actives 0.036% (n = 280,000); AID 2675; active = well fitted inhibition curve with a large enough effect in the signal ratio, with a control signal flat, not every such curve was filed as active; inconclusive = small, poorly fitted or top-dose-only effect, or effect the other way, or a change in a side signal; inactive = no such curve, though single readings can be large or run the other way; the % refers to the signal ratio; also: % is scaled to controls: 0 for no effect and ±100 for the full control effect
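Ratiometric TR-FRET (665 over 545 nm, excitation 340 nm) tracks disruption of MBNL1-His/biotin-(CUG)12 complex after 60 min at room temperature, with compounds at 92 nM to 58 uM final.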
FLuc modulator – firefly luciferase modulation, counter-screen for miR-21 project | Potency, µM (highest dose often 57.5 µM), for inactives: at the highest dose activity change, negative = inhibition, most hits filed as inhibitors | purified FLuc, Km substrates, luminescence inhibition | AID 588342 | actives 6.9% (n = 360,000) | P08659;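 also: plate controls were vehicle for no effect and reference inhibitor for full effect; nearly all actives have a fitted effect of over 55% in size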
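Purified P. pyralis luciferase, 10 nM final, with Km-level 10 uM D-luciferin and 10 uM ATP in 50 mM Tris acetate pH 7.5, 10 mM Mg acetate, 0.01% Tween-20, 0.05% BSA; 6-point qHTS titration about 60 µM downward; luminescence read.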
VP16 counter – inhibits Gal4-VP16 luciferase reporter, ROR gamma counter-screen; Drosophila S2 Gal4-VP16 UAS-luciferase, luminescence, 20 h; Potency, µM (highest dose often 53.6 µM), without a hit: top-dose activity, negative = inhibition, hits mostly inhibitors; actives 3.5% (n = 310,000);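 also: Gal4-VP16 expression switched on by copper sulfate through the metallothionein promoter; % is scaled to controls: 0 for no effect and ±100 for the full control effect; nearly all actives have a fitted effect of over 50% in size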
Rab9 promoter act – activators of Rab9 promoter | Huh7 Rab9 promoter-luciferase reporter, luminescence, 24 h | Potency, µM (series often up to 9.22 µM), without a hit: top-dose activation, negative = inhibition, usual class: activators | actives 2.8% (n = 320,000); also: % of control where 0% means no effect; nearly all actives have a fitted effect of over 60% in size
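Luciferase signal after 10 min detection reagent at ambient indicates Rab9 promoter upregulation; stably transfected Huh7 cells were treated 24 h with compound in DMSO at 37 °C, 5% CO2.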
p53 reactivator – restores transcriptional activity of mutant p53; H1299 p53-A138V BP100-luciferase reporter, luminescence, 24 h; Potency, µM (top dose mostly 92.2 µM), for the others: at the highest dose activity change, positive = activation, actives largely listed as activators; actives 0.063% (n = 320,000); AID 504706; also: % of control where 0% means no effect; nearly all actives have a fitted effect of over 45% in size
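H1299 (p53-null), stable ts p53-A138V + BP100-Luc; 1000 cells/well, Opti-MEM/10% FBS; cpd 4 pt, 1:5; 24 h, 37 deg C, 5% CO2; detection reagent 10 min RT; luminescence.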
NPC1 prom act – NPC1 promoter activation; Huh7 NPC1 promoter luciferase reporter, 24 h; Potency, µM (series often up to 9.22 µM), inactives show top-dose activation, hits mostly activators; actives 2.4% (n = 320,000); AID 485313;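 also: % of control where 0% means no effect; nearly all actives have a fitted effect of over 60% in size; reporter is driven by a mutant NPC1 promoter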
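Huh7 cells stably carrying NPC1 promoter–luciferase, plated in Opti-MEM with 10% FBS for 2 h, were exposed to compound in DMSO for 24 h at 37 °C; luciferase reagent was added for 10 min and luminescence read.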
RORgamma inh – blocks mouse ROR gamma transcriptional activity | Drosophila S2 Gal4-RORgamma UAS-luciferase reporter, 20 h | Potency, µM (highest dose often 53.6 µM), without a hit: top-dose activity change, negative = inhibition, usual class: inhibitors | actives 5.4% (n = 310,000); also: % is scaled to controls: 0 for no effect and ±100 for the full control effect; nearly all actives have a fitted effect of over 60% in size
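ROR gamma transcriptional activity was tracked as Gal4-UAS luciferase output in stably transfected Drosophila Schneider cells, with compound added 1 hr before 700 uM copper sulfate induction and a 20 hr ambient-temperature incubation.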
MLL CXXC-DNA inh – inhibitors of human MLL CXXC domain-DNA interaction; Q03164; Potency, µM (top dose mostly 115 µM), without a hit: top-dose activity change, negative = inhibition, most hits filed as inhibitors; actives 0.037% (n = 290,000); MLL-CXXC / FITC-HOXA9 DNA fluorescence polarization; active = well fitted inhibition curve with a large enough effect in the polarisation, with a control signal flat, not every such curve was filed as active; inconclusive = small, poorly fitted or top-dose-only effect, or effect the other way, or a change in a side signal; inactive = no such curve, though single readings can be large or run the other way; the % refers to the polarisation
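Fluorescence polarization: 7 uM MLL-CXXC (stock) preincubated 5 min with compounds, then 50 nM fluorescein-HOX-A9 DNA (stock) added; 30 min ambient. Buffer 50 mM Tris-HCl pH 7.5, 50 mM NaCl, 1 mM DTT, 0.05% BSA.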
ELG1 genotoxic – inducers of genotoxicity in HEK293T ELG1-luciferase cells; Potency, µM (doses to about 46 µM), inactives show top-dose activity change, positive = activation, hits mostly activators; HEK293T ELG1-luciferase reporter, luminescence, 16 h; actives 1.3% (n = 330,000); also: % of control where 0% means no effect; nearly all actives have a fitted effect of over 60% in size
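ELG1-luciferase HEK293T cells, 2,000/well; compound pinned in; 16 hr, 37 °C, 5% CO2; ONE-Glo, 30 min RT; luminescence on CCD imager.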
BRCA1 expr up – increases BRCA1 expression; MCF7-BRCA1-FFLuc reporter, luminescence, 48 h; response scale: scaled: vehicle 0%, 10 µM genistein 100%; Potency, µM (titrated, usually from 46.1 µM), for inactives: top-dose activation, hits mostly activators; actives 1.1% (n = 380,000); also: nearly all actives have a fitted effect of over 80% in size; some results filed as inactive show a strong effect at the top dose
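MCF7-BRCA1-FFLuc, 2000 cells/well; 2 h attach, 37 °C/5% CO2; compound 48 h; luciferase substrate 15 min; luminescence end-point. Norm. to genistein 10 microM max activation and DMSO; concentration-response curves fitted.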
* hit, by the source's call; ? = inconclusive; . = not tested or not shown; [ ] = remark or other dose. Unless noted, calls follow the shape of the dose curve; as a rule, active = well fitted curve in the direction sought with a large enough effect; inconclusive = small, poorly fitted or top-dose-only effect, or another doubt; inactive = no such curve, though single readings can be large; an effect the other way counts as inactive or inconclusive. Potency is read from the fitted curve at half-maximal effect. The list is partial; count on the stated rates, not on these rows.

SMILES	uPA generation	MBNL1 CUG block	FLuc modulator	VP16 counter	Rab9 promoter act	p53 reactivator	NPC1 prom act	RORgamma inh	MLL CXXC-DNA inh	ELG1 genotoxic	BRCA1 expr up
COc1cc(/C=N/NC(=O)C[n+]2ccccc2)cc(OC)c1OC	2.2%	2.8%	2.4%	5.1%	-6.7%	-5.9%	-4.7%	-2.5%	-3.0%	3.2%	11.3%
COc1ccccc1Nc1nnc(SCC(=O)N2CCCC2)s1	0.0%	-3.7%	?	2.4%	27.4%	7.7%	28.1%	-0.8%	0.5%	?	?
COc1ccc(N2CCN(C(=O)Cc3ncc(C(F)(F)F)cc3Cl)CC2)cc1	0.5%	-1.7%	5.4%	-1.2%	4.0%	-9.2%	6.2%	15.6%	6.1%	-4.2%	-30.6%
Cc1ccc(S(=O)(=O)c2cc(O)ccc2O)cc1C	-1.2%	-2.3%	0.4%	-13.8%	-5.4%	-4.8%	0.6%	24.7%	0.4%	-1.6%	-25.5%
CCN(CC)C(=O)C1CCCN(C/C=C/c2ccccc2[N+](=O)[O-])C1 (configuration not stated)	-0.2%	?	-0.3%	-0.6%	0.7%	.	5.1%	-28.4%	-10.3%	-8.8%	1.2%
CCCCOc1ccccc1C(=O)N(Cc1ccco1)C1CCS(=O)(=O)C1 (configuration not stated)	0.9%	-6.0%	-0.2%	-5.3%	-1.0%	-10.4%	-2.5%	1.6%	9.5%	-0.4%[9.26 µM]	0.4%
Cc1cc(C)nc(SCC(=O)Nc2ccc(S(=O)(=O)NCCO)cc2)n1	.	-3.4%	0.9%	10.2%	-5.3%	1.0%	-3.5%	13.2%	-3.2%	1.7%	0.1%
Cc1ccc(NC(=O)CCC(=O)NNC(=O)COc2ccccc2)cc1C	-2.9%	6.1%	-2.2%	-4.0%	1.3%	7.5%	-0.8%	23.1%	-7.5%	0.1%	-10.3%
CCOC(=O)NC1(NC(C)C)Oc2ccccc2O1	-3.7%	-2.3%	1.4%	1.5%	0.2%	17.7%	5.6%	-35.5%	-11.0%	2.9%	-40.5%
CCc1c(C)nc2ccc(Br)cc2c1SCCC#N	-5.3%	.	-0.4%	-8.6%	0.5%	2.2%	0.7%	14.2%	6.5%	-9.7%	-10.1%

Only Rab9 promoter act and NPC1 prom act, for some of the entries so far:
SMILES | Rab9 promoter act | NPC1 prom act
COc1ccc(N2CCN(C(=O)Cc3ncc(C(F)(F)F)cc3Cl)CC2)cc1 | 4.0% | 6.2%
CCc1c(C)nc2ccc(Br)cc2c1SCCC#N | 0.5% | 0.7%
COc1ccccc1Nc1nnc(SCC(=O)N2CCCC2)s1 | 27.4% | 28.1%

Continuation:
SMILES	uPA generation	MBNL1 CUG block	FLuc modulator	VP16 counter	Rab9 promoter act	p53 reactivator	NPC1 prom act	RORgamma inh	MLL CXXC-DNA inh	ELG1 genotoxic	BRCA1 expr up
COc1ccccc1C(=O)Nc1c(C)cc(Br)cc1C	-13.0%	-0.7%	-10.0%	8.8%	11.7%	-2.9%	-3.9%	1.8%	-14.9%	-2.4%	4.0%
COc1ccc(OC)c(/C=N/Nc2cc(C)nc(N3CCOCC3)n2)c1	2.3%	-5.4%	?	-8.1%	-4.4%	0.2%	-2.4%	2.6%	2.6%	-2.8%	-23.4%
COc1cccc(-c2c(-c3cc(OC)cc(OC)c3)n(C)c3ccc(Br)cc23)c1	1.4%	.	4.6%	.	1.7%	10.0%	-2.3%	.	.	-0.4%	-24.8%
N/C(=N\c1nc2ccccc2o1)NC(=O)c1ccccc1Br	1.5%	.	12µM*	-32.2%	?	4.8%	?	0.891µM*	-11.6%	5.8%	?
COC(=O)c1ccccc1NC(=O)C12CC3CC(C1)CC(n1cnc(Cl)n1)(C3)C2	-0.7%	-10.2%	3.0%	-0.1%	2.5%	-11.4%	-4.7%	?	-2.4%	-6.2%	-27.6%
Oc1ccc(Cc2ncc(C(F)(F)F)cc2Cl)cc1	-3.4%	-2.4%	-16.7%	-0.9%	8.3%	2.6%	-6.7%	-2.4%	-1.2%	-1.2%	-20.9%
Cc1ccc(C)c(NC(=O)CCC(=O)NNC(=O)COc2cc(C)ccc2C)c1	-0.8%	-3.9%	5.0%	-0.6%	-5.6%	-4.5%	-3.6%	-1.4%	9.9%	1.6%	-10.9%
O=S(=O)(NCc1ccncc1)c1ccc(Br)s1	-5.2%	-3.8%	2.7%	1.78µM*	-33.2%[inhibitor]	-7.2%	-25.6%	-39.3%	0.6%	?	-22.9%
COc1ccc(C2=NO[C@@H]3C(=O)N(c4ccc5c(c4)OCCO5)C(=O)[C@H]23)cc1OC	1.2%	-6.2%	?	7.3%	-2.3%	?	-0.5%	-2.1%	6.2%	?	13.7%
COc1ccc(CC(=O)Nc2ccccc2N2CCOCC2)cc1OC	-1.8%	-11.2%	-1.8%	-2.8%	-31.0%[inhibitor]	-1.6%	-1.4%	14.6%	5.7%	-4.1%	-16.4%

Individual results from the list.
Value of COc1ccc(CC(=O)Nc2ccccc2N2CCOCC2)cc1OC in FLuc modulator: -1.8%
Value of COc1ccc(C2=NO[C@@H]3C(=O)N(c4ccc5c(c4)OCCO5)C(=O)[C@H]23)cc1OC in uPA generation: 1.2%

More structures.
SMILES	uPA generation	MBNL1 CUG block	FLuc modulator	VP16 counter	Rab9 promoter act	p53 reactivator	NPC1 prom act	RORgamma inh	MLL CXXC-DNA inh	ELG1 genotoxic	BRCA1 expr up
S=C(NCc1ccc(Cl)c(Cl)c1)NCc1ccco1	-0.4%	-2.0%	-2.4%	?	-2.8%	-9.0%	1.3%	?	3.0%	-4.9%	-0.1%
COC(=O)c1ccc(CSc2nc3scc(-c4cccs4)c3c(=O)[nH]2)o1	-1.8%	5.7%	-12.3%	6.6%	-0.2%	-0.4%	-1.7%	0.1%	-9.0%	-9.1%	-4.3%
COc1cc2c(cc1OC)-c1nnc(C)n1C(C)(C)C2	.	-7.8%	-1.1%	-1.2%	1.9%	-2.4%	0.9%	-13.7%	-2.5%	1.0%	1.0%
CCCc1c(C(=O)NNc2cc(C(F)(F)F)ccc2Cl)cnn1-c1ccccc1	29.5%	.	-2.2%	-1.3%	-0.9%	-0.7%	-3.7%	-19.7%	-3.7%	-2.7%	-7.8%
COC(=O)C(Cc1ccccc1)NC(=O)C12CC3CC(CC(C3)C1)C2 (configuration not stated)	-0.9%	-1.4%	5.3%	-3.3%	-3.7%	-7.7%	-1.1%	3.4%	17.4%	1.3%	5.5%
OCCN(C=NC1=NN(c2cccc(C(F)(F)F)c2)CC1)CCO	-0.8%	-6.3%	-12.3%	-1.8%	8.0%	1.4%	3.3%	1.9%	-5.6%	6.8%	-2.3%
CC(OC(=O)c1ccc(=O)n(Cc2ccccc2)n1)C(=O)Nc1cccc(Cl)c1 (configuration not stated)	11.8%	.	0.9%	.	-4.6%	1.4%	-1.9%	.	.	1.8%	2.0%
CCOC(=O)[C@H]1[C@H]2COc3ccccc3[C@@H]2N2C(=O)c3cc(Cl)ccc3NC(=O)[C@@]12C	7.8%	.	-2.9%	.	-0.6%	-1.7%	-3.1%	.	.	-1.5%	0.0%
CC(C)(C)OC(=O)[C@H](Cc1ccccc1)NC(=O)c1nc[nH]c1C(=O)NCc1ccccc1	13.3%	-8.2%	2.7%	15.8µM*	7.4%	-0.5%	0.0%	11.2µM*	-9.7%	-5.4%	-39.6%
O=C(CSc1nc(=O)n2ccccc2n1)NCc1ccc(F)cc1	-3.0%	.	-1.3%	.	-1.8%	8.3%	-1.0%	.	.	0.0%	-0.8%
CC(C)c1ccc(NC2(C#N)C(=O)Nc3ccccc32)cc1 (configuration not stated)	-2.0%	?	?	-7.3%	5.4%	-3.6%	-3.6%	5.6%	8.6%	1.2%	-1.2%
Cc1ccc2[nH]c(=O)c(CN(CCO)C(=O)NCc3ccccc3)cc2c1	1.6%	0.1%	0.3%	-5.4%	-4.7%	2.5%	-1.4%	-15.1%	2.7%	-2.5%	-20.7%
O=C1OC(c2ccc(Cl)cc2)=C/C1=C/c1cccnc1	6.4%	1.5%	-14.5%	0.8%	7.7%	-3.0%	0.0%	2.7%	9.2%	-2.9%	-4.1%
Cc1ccccc1-n1c(C)cc(/C=N/NC(=O)c2ccncc2)c1C	.	13.6%	3.79µM*	10µM*	14.7%	?	21.4%	2.82µM*	-1.3%	7.9%	43.0%
CC(=O)Nc1ccc(S(=O)(=O)NCCC(=O)NCCOc2ccccc2)cc1	-5.1%	.	6.2%	.	0.3%	8.2%	-0.4%	.	.	1.0%	-3.8%
